Bioassay records: PubChem, Broad Institute
PvdQ acylase = P. aeruginosa PvdQ acylase inhibition | inhibition, % at 10 µM | purified PvdQ acylase, fluorescence plate reader | 340,000 tested, 0.063% active; in the data active = inhibition above about 30%, passing the limit was not always enough;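 note: 0% = vehicle neutral wells and 100% = reference inhibitor wells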
dFosB activator = activators of mouse delta FosB homodimer; P13346; purified delta FosB, TAMRA-CDK5 oligo fluorescence polarization; percent of positive-control signal above neutral wells; activation, % at 25 µM; 340,000 tested, 0.99% active;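 active = mean activation above about 17%, with every replicate also reaching it, limit read from the data, passing the limit was not always enough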;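 note: fluorescence polarization rise as delta FosB binds a TAMRA Cdk5 AP-1 oligo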
SR-BI HDL uptake = mouse SR-BI HDL lipid transfer inhibition. inhibition, % at 12.5 µM. AID 488896. 320,000 tested, 0.96% active. Q61009. ldlA[mSR-BI] CHO cells, DiI-HDL uptake fluorescence, 3 h;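 active = mean replicate inhibition of at least 70% and a set share of replicates each scoring 70 or more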;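 note: 0% = median of neutral control wells and 100% = median of positive control wells; values of inactives mirror those of a sister screen read the other way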
SR-BI DiI-HDL act = activators of SR-BI mediated HDL lipid uptake; CHO ldlA[mSR-BI] cells, DiI-HDL uptake fluorescence, 3 h; 100 = double the neutral-control signal; activation, % at 12.5 µM; 320,000 tested, 0.096% active; AID 504775;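 active = mean replicate activation of at least 60% and every replicate at or above 60%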;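 note: 0% = median plate neutral-control signal and 100% = twice that signal; values of inactives mirror those of a sister screen read the other way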
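Material: SR-BI-overexpressing, LDLR-lacking CHO cells | Dosing: Single compound concentration, delivered by pin transfer | Probe or stimulus: Labelled HDL, 10 µg/mL | Signal: Bottom-read cell fluorescence after medium removal, ex 550/em 595 nm | Schedule: 3 h, 37 °C | Evaluation: HDL uptake via cellular fluorescence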
NSD2 inh = NSD2 (human) methyltransferase inhibition | inhibition, % at 12.5 µM | O96028 | 310,000 tested, 0.54% active | NSD2 peptide methylation, AlphaScreen, 120 min; in the data active = inhibition above about 50%
PfHsp90 set2 = reduces growth (ATP signal) of yeast expressing P. falciparum Hsp90 | S. cerevisiae expressing PfHsp90, BacTiter-Glo ATP, 48 h; yeast lacking PDR1 and PDR3 efflux regulators | inhibition, % at 9.4 µM | 310,000 tested, 0.32% active;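 active = every replicate shows inhibition above about 80%, whatever the replicate mean, limit read from the data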;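 note: 0% = DMSO neutral controls and 100% = 20 µM radicicol positive controls; yeast relying on Plasmodium falciparum Hsp90 in place of its own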
Rtt109 Vps75 = blocks Candida albicans Rtt109/Vps75 acetyltransferase activity | Q5AAJ8 | purified Rtt109/Vps75, ThioGlo CoA-SH fluorescence, 4 h | inhibition, % at 34.9 µM | 330,000 tested, 0.16% active;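 active = inhibition of at least 50% in every replicate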
CAL PDZ FP-1 = blocks peptide binding to the human CAL PDZ domain; AID 602252; Q9HD26; 300,000 tested, 0.92% active; inhibition, % at 24.9 µM; purified CAL PDZ, TMR-peptide fluorescence polarization, 1 h;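 active = mean inhibition of at least 30% with at least half of replicates also reaching 30%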;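 note: 0% = DMSO neutral control and 100% = excess unlabeled competitor peptide PRC23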
MITF act = increases MITF-driven TRPM1 promoter luciferase signal; SK-MEL-5 TRPM1-promoter luciferase, 24 h; % of positive control, neutral wells = 0; activation, % at 12.5 µM; 300,000 tested, 0.75% active;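 active = mean activation of at least 80% with every replicate also reaching 80%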;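 note: 0% = neutral control wells and 100% = parthenolide positive control wells; values of inactives mirror those of a sister screen read the other way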
CAL PDZ FP-2 = inhibitors of human CAL PDZ peptide binding; AID 504414; purified CAL PDZ, TMR-peptide fluorescence polarization, 1 h; 330,000 tested, 0.02% active; inhibition, % at 20 µM;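 active = highest replicate inhibition of at least 40%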;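 note: plate controls were DMSO neutral control wells for no effect and unlabeled competitor peptide control wells for full effect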
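Test system: purified CerCALP PDZ construct; Compound dosing: one concentration, 20 µM compound; Also added: TMR-labelled reporter peptide T*-PRC34 bound in PDZ groove; Read-out: inhibition from polarization loss; Controls: unlabelled peptide and DMSO controls; Signal: FP readout, S and P plane fluorescence; Incubation: 1 h at RT.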
* hit, by the source's call; · = no result given. Compounds were not picked by outcome. About 4.3% of those tested had a hit in this group.

canonical_smiles | PvdQ acylase | dFosB activator | SR-BI HDL uptake | SR-BI DiI-HDL act | NSD2 inh | PfHsp90 set2 | Rtt109 Vps75 | CAL PDZ FP-1 | MITF act | CAL PDZ FP-2
CCOC(=O)c1c(NC(=O)CC)sc(C(C)=O)c1C | -5 | -21 | 40 | -40 | -1 | 25 | 0 | -1 | 8 | -1.0
O=C(NCCC1=CCCCC1)c1cnsn1 | -15 | 3 | -18 | 18 | 2 | -18 | 3 | -3 | 60 | 0.3
CS(=O)(=O)c1ccccc1-c1nc(-c2ccc(C(F)(F)F)cc2)no1 | -22 | -12 | 29 | -29 | -3 | 4 | 3 | 0 | 16 | -0.2
Cc1ccc(C(C)C)c(OCC(=O)c2c(O)c3ccccc3oc2=O)c1 | -1 | -8 | -6 | 6 | -4 | -7 | 19 | -3 | -3 | -1.1
O=C(NCC1CCCCC1)c1cccc(Br)c1 | -3 | -8 | 7 | -7 | -5 | -67 | -11 | -4 | 23 | -2.5
COc1ccc(-c2csc(N(CCc3ccccc3)C(=O)COc3ccccc3)n2)cc1 | 5 | -5 | 34 | -34 | -4 | -4 | -8 | 0 | · | 0.2
Cc1ccc(-n2c(SCC(N)=O)nc(O)cc2=O)cc1 | -7 | -2 | 5 | -5 | -3 | 12 | -1 | -5 | -2 | -1.6
Cc1cccc(-c2oc3ccccc3c2C#CCCCCO)c1 | -9 | -7 | 25 | -25 | · | -5 | -6 | -1 | 19 | 0.1
COc1cccc(OC)c1C(=O)N=c1sc2cc(S(C)(=O)=O)ccc2n1C | -13 | -4 | 6 | -6 | -2 | 19 | 3 | 3 | -11 | -0.5
CC12CCC(C(=O)N(CCC#N)CCC#N)(CC1=O)C2(C)C (stereo unspecified) | -11 | 5 | 3 | 34 | -4 | -16 | 5 | 0 | -3 | 0.1
CCOC(=O)C1CCN(Cc2c(O)ccc3ccccc23)CC1 | -8 | -5 | 0 | 0 | 2 | -2 | 0 | -2 | -6 | -1.5
Cc1cccc2cc(CN(CCCN(C)C)C(=S)NCCc3ccccc3)c(=O)[nH]c12 | -13 | -10 | -17 | 17 | 3 | 1 | 5 | -3 | -9 | -0.3
OC1CN=C2C=CC=CN2C1 (stereo unspecified) | -6 | 0 | -23 | 23 | -2 | -14 | -8 | -1 | -9 | -0.8
O=C(NCCc1nc2ccccc2[nH]1)/C(=C/c1ccco1)NC(=O)c1ccco1 | -3 | -3 | 3 | -3 | 7 | 7 | -5 | -3 | -19 | -1.2
CC(=O)Nc1nonc1NC(=O)COc1ccccc1 | 4 | 0 | -48 | 48 | -1 | · | -2 | -2 | -3 | -2.2
Cc1nc(N)sc1-c1csc(N(C)c2ccc(O)cc2)n1 | -2 | -7 | 8 | -8 | -3 | -1 | 6 | -3 | 38 | -0.1
Cc1ccc(S(=O)(=O)N2CCN(C(=O)CSC3CCCC3)CC2)c(C)c1 | 1 | -10 | 8 | -8 | 1 | 15 | 28 | 0 | · | -4.3
COc1cccc2sc3cc(NCC[C@@H]4CCCN4C)ccc3c(=O)c12 | -26 | 12 | 28 | -28 | · | -11 | -166 | -7 | 38 | 7.0
CCn1nnnc1NCc1cccn1C | -10 | -13 | 6 | -6 | 1 | -12 | 1 | -2 | · | -0.5
Cc1c(NC(=S)NC(=O)c2cc3ccccc3o2)cccc1C(=O)O | 3 | 2 | -5 | 5 | 0 | -13 | -6 | -3 | 15 | -4.3
CC(=O)c1cccc(NS(=O)(=O)c2c(C)noc2C)c1 | -5 | 1 | -31 | 31 | 3 | 3 | -4 | 0 | -11 | -1.3
COc1ccc(N(CC(=O)Nc2cccc(C(=O)O)c2)S(=O)(=O)c2c(C)noc2C)cc1 | 2 | -5 | -1 | 1 | · | · | -1 | 0 | · | -3.5
CC(=O)NCC1CCCN(C(=O)c2oc3c(F)cccc3c2C)C1 (stereo unspecified) | -6 | 0 | -14 | 14 | -1 | 24 | 1 | 8 | 4 | -1.7
CC1CCCCN1N=Nc1nc2c([nH]1)c(=O)n(C)c(=O)n2C (stereo unspecified) | -3 | 1 | -2 | 2 | 3 | · | -1 | 5 | 3 | 0.0
NC(=O)c1nsc(C(=O)N(c2ccccc2)C(C(=O)NC2CCCCC2)c2ccc(O)cc2)c1N (stereo unspecified) | 3 | 19* | -16 | 16 | 0 | 7 | 0 | -4 | 13 | 0.1
Cc1nc(SCC(=O)NCc2ccco2)c2c3c(sc2n1)CCCC3 | -10 | 1 | 4 | -4 | -2 | 14 | -9 | 2 | -4 | -1.0
COc1ccc(OC)c2sc(NC(=O)c3ccc(S(=O)(=O)N4CCOCC4)cc3)nc12 | -6 | -3 | 18 | -18 | · | -5 | -2 | -3 | · | -2.5
CCN1CCN(C(=O)c2cccc(OC3CCN(S(=O)(=O)N(C)C)CC3)c2)CC1 | -14 | 1 | -8 | 8 | 1 | -2 | -6 | -6 | 21 | ·
Nc1ccc2nn(-c3ccc(Cl)cc3)nc2c1 | -14 | -6 | -4 | 4 | · | 0 | -20 | -3 | 0 | -0.2
COc1ccc(CC(=O)N/N=C(\C)c2ccc(Br)s2)cc1 | -4 | -2 | -6 | 6 | -5 | -30 | 2 | -4 | 2 | -1.0
COc1cc(/C=C(/NC(=O)c2ccccc2)C(=O)Nc2ccccc2)c([N+](=O)[O-])cc1OC | -7 | 0 | -20 | 20 | 1 | -14 | 15 | 0 | 22 | -2.3
COc1ccc(-n2nc(C#N)c(Cl)cc2=O)cc1 | -14 | -1 | -53 | 53 | · | -206 | 12 | -4 | -100 | -1.3
CCON1C(=O)CN(C(=O)OC)C1c1ccc(Cl)cc1Cl (stereo unspecified) | -6 | -4 | -21 | 21 | -3 | · | -9 | -2 | · | -3.2
O=C(NCCCn1ccnc1)c1cccc(S(=O)(=O)Nc2ccc(F)cc2)c1 | -13 | 4 | -6 | 6 | -1 | 3 | -16 | -1 | -7 | -2.4
COc1ccc(C(=O)Oc2cc(C(=S)N3CCOCC3)ccc2OC)cc1 | -13 | -9 | 9 | -9 | 2 | -14 | 9 | -2 | 6 | -2.4
Cc1cc(C(=O)Nc2ccc(S(=O)(=O)N3CCCC3)cc2)no1 | -11 | -1 | -25 | 25 | -2 | -7 | -2 | -7 | 1 | -0.7
N#CC1=C(SCC(=O)c2ccccc2)NC2=C(C(=O)CCC2)C1c1ccco1 (stereo unspecified) | 7 | -9 | · | · | 5 | 0 | 5 | 0 | 13 | -0.9
O=C(c1cc2cc([N+](=O)[O-])ccc2s1)N1CCCCC1 | -7 | -2 | · | · | 0 | 8 | 3 | 0 | 31 | 0.3
COC(=O)c1ccc(C2=NOC(C)(c3sc(-c4ccccc4)nc3C)C2)cc1 (stereo unspecified) | -13 | 1 | 2 | -2 | · | -15 | 1 | 45* | 9 | 0.3
CSc1ncnc2[nH]ncc12 | 21 | -7 | -5 | 5 | · | 14 | 5 | 10 | 7 | -0.4
CCOC(=O)c1c(NC(=O)CSc2nc3ccccc3s2)sc(C)c1C | 10 | -9 | 7 | -7 | -1 | -4 | -1 | -4 | · | -0.3
CCCCCC(C)NC(=O)CN1C(=O)NC(C)(c2ccc3ccccc3c2)C1=O (stereo unspecified) | -14 | -23 | 33 | -33 | 1 | -23 | 10 | -5 | -22 | -0.6
COc1cccc(C(=O)NN2CC(O)=C(c3nc(C)cs3)C2=N)c1 | -11 | 1 | 21 | -21 | 0 | 18 | -3 | -2 | -12 | -1.4
O=c1c2ccccc2nc(-c2ccco2)n1CCCn1ccnc1 | -13 | -13 | -27 | 27 | 0 | 1 | -5 | -2 | 8 | ·
COc1ccc(CN2CCC(C(=O)Nc3ccc(Oc4ccccc4)nc3)CC2)cc1F | -17 | -8 | -8 | 8 | 2 | -10 | -3 | · | 0 | -1.7
O=C(CCc1nc2ccccc2c(=O)[nH]1)OCC(=O)N1CCN(S(=O)(=O)c2ccccc2)CC1 | 7 | -3 | 7 | -7 | 0 | 6 | 4 | 1 | 6 | -1.2
CCCCOc1ccc(C(=O)NCC(=O)N2CCN(Cc3ccc4c(c3)OCO4)CC2)cc1 | -6 | 1 | 39 | -39 | 1 | · | 9 | -5 | -11 | -3.1
COc1cc(CN2CCNC(=O)C2CC(=O)N(C)CCC2CCOCC2)cc(OC)c1 (stereo unspecified) | 3 | -7 | -13 | 13 | 2 | 4 | 18 | -5 | -1 | -0.2
Clc1ccc(-c2cn(-c3ccccc3)c3[n+]2CCS3)cc1 | -16 | 1 | -2 | 2 | 0 | -27 | -4 | 4 | 8 | -0.5
COc1ccc(C2c3ccc4ccccc4c3Oc3ncn(CCN4CCOCC4)c(=N)c32)cc1 (stereo unspecified) | -10 | 1 | -31 | 31 | 5 | -9 | -20 | -8 | · | -3.1

(more compounds)
canonical_smiles | PvdQ acylase | dFosB activator | SR-BI HDL uptake | SR-BI DiI-HDL act | NSD2 inh | PfHsp90 set2 | Rtt109 Vps75 | CAL PDZ FP-1 | MITF act | CAL PDZ FP-2
N#Cc1ccc(/C=C/C(=O)c2ccco2)cc1 | 0 | 0 | 4 | -4 | 3 | -2 | 2 | -1 | 4 | -0.6
O=S(=O)(c1c(F)cccc1F)N1CCN(Cc2c(O)ccc3ccccc23)CC1 | 1 | -2 | 5 | -5 | -1 | -2 | 1 | · | -17 | -0.4
CCC1CN(C(=O)NCc2ccc(C)cc2)c2ccccc2O1 (stereo unspecified) | -18 | 0 | 7 | -7 | -1 | -13 | 4 | -6 | -9 | -0.2
O=C(CSc1nnc(Cc2cccs2)n1-c1ccccc1)Nc1ccc2c(c1)OCCO2 | -7 | 10 | 3 | -3 | 4 | -10 | -8 | 0 | 6 | -0.7
Cc1c(NC(=O)CSc2nnc3c4ccccc4n(CCc4ccccc4)c3n2)c(=O)n(-c2ccccc2)n1C | -10 | 2 | 82* | -82 | 38 | 12 | 2 | -7 | 17 | -2.5
